# CHRM1 antagonist – antagonists of human M1 muscarinic receptor; P11229; CHO-K1 hM1, Fluo-8 calcium fluorescence, ACh EC80 antagonist; inhibition, % at 3 µM; hit rate 1.3% among 360,000; AID 588852;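 active = percent inhibition above its own plate's cutoff, namely the mean of that plate's compound wells plus 3 SD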;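 also: peak over basal fluorescence ratio during 140 s after agonist addition; 0% = ACh EC80 plus DMSO and 100% = DMSO alone without agonist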
# Target sequence (P11229 whole entry, looked up): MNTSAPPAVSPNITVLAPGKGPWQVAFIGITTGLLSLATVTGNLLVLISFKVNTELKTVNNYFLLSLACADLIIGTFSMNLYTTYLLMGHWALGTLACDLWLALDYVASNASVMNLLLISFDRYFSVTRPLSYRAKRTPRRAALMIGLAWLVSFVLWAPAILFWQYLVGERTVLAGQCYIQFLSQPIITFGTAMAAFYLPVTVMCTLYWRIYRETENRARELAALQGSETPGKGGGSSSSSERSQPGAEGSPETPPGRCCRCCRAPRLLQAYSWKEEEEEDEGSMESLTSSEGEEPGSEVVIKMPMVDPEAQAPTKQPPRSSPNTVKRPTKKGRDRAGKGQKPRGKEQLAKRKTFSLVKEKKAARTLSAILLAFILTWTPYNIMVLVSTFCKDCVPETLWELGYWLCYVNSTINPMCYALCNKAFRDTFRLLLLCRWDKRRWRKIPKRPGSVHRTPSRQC
# M1 ag parental – counter-screen for M1 agonists: effect in parental CHO-K1 cells | Fluo-8 calcium fluorescence; scaled to maximal ATP response, vehicle zero | hit rate 0.48% among 360,000 | AID 602248 | activation, % at 3 µM; in the data active = activation above about 15%;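 also: untransfected CHO-K1 host cells lacking M1 receptor as counterscreen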
# TAAR1 agonist – human TAAR1 agonism | activation, % at 3 µM | Q96RJ0 | hit rate 0.99% among 360,000 | AID 624467 | CHO RD-HGA16 TAAR1, Fluo-8 calcium fluorescence; vehicle wells 0%, saturating PEA agonist 100%;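 active = activation above the mean activation of all test compounds in the run plus 3 SD, cut at about 38% in these data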
# Target sequence (Q96RJ0 whole entry, looked up): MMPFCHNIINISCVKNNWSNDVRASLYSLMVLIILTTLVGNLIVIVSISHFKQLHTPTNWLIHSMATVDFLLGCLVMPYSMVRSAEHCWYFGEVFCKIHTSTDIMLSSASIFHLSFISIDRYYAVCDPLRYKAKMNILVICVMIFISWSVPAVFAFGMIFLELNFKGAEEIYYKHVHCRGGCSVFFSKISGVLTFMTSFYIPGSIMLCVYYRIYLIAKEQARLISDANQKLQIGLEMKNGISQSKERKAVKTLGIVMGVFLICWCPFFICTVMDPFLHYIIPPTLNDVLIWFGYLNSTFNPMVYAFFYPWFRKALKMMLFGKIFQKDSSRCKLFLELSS
#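 Benchmarks: low control DMSO, high control PEA (EC100); System: CHO RD-HGA16 cells carrying human TAAR1 plus Gα16; Detection: Fluo-8 fluorescence, 5 s baseline then 140 s kinetic read; Schedule: 17-24 h plating, Fluo-8 75 min 37 °C, 30 min RT; Read-out basis: % activation from peak over basal fluorescence ratio, DMSO-to-PEA scaled.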
# CHO-K1 Ca antag – counter-screen for M1 antagonists: effect in parental CHO-K1 cells. hit rate 0.6% among 360,000. ATP-induced calcium, Fluo-8 fluorescence. inhibition, % at 3 µM. AID 602250;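 active = inhibition above a per-plate cutoff, the plate's mean sample inhibition plus 3 SD, cut at about 24% in these data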;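 also: 0% = DMSO plus EC80 ATP and 100% = DMSO alone without ATP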
# TAAR1 antag – human TAAR1 antagonism. Q96RJ0. CHO RD-HGA16 TAAR1, Fluo-8 calcium fluorescence, antagonist. inhibition, % at 3 µM. hit rate 1.5% among 360,000. AID 624466;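 active = inhibition above a per-plate cutoff, the mean inhibition of test compounds on that plate plus 3 SD, cut at about 49% in these data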;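 also: 0% = DMSO plus EC80 beta-PEA response and 100% = DMSO alone without agonist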
#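 System: CHO RD-HGA16 cells bearing hTAAR1. Reagent: EC80 β-phenethylamine stimulus. Schedule: seeding 17-24 h prior, 75-min 37 °C, 30-min RT dye loading. Signal: Fluo-8 intracellular calcium dye fluorescence, real-time kinetic reads. Read-out: % inhibition from peak post-agonist over basal fluorescence ratio. Benchmarks: vehicle wells and EC80 agonist wells. Replicates: n of 1.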
# CHO-K1 Ca PAM – counter-screen for M1 PAMs: effect in parental CHO-K1 cells. ATP EC20, Fluo-8 calcium fluorescence; 0% at ATP EC20, 100% at ATP max. activation, % at 3 µM. hit rate 0.02% among 360,000;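 active = activation above the run cutoff, the mean activation of all test compounds plus 3 SD, cut at about 40% in these data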;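 also: peak over basal fluorescence ratio in a 140 s read after ATP addition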
# CHRM1 agonist – agonists of human M1 muscarinic receptor; P11229; CHO-K1 hM1, Fluo-8 calcium fluorescence, agonist mode; 0% DMSO, 100% acetylcholine EC100; activation, % at 3 µM; hit rate 0.33% among 360,000;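 active = activation above the run's mean compound activation plus 3 SD, cut at about 16% in these data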;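 also: peak over basal fluorescence ratio within a 140 s kinetic read after compound addition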
# CHRM1 PAM – potentiates human M1 receptor response to acetylcholine. activation, % at 3 µM. hit rate 0.088% among 360,000. P11229. AID 588819. CHO-K1 hM1, Fluo-8 calcium fluorescence, ACh EC20; 0% = ACh EC20, 100% = maximal ACh; in the data active = activation above about 19%, passing the limit was not always enough
# CHO parental Ca – signal in parental CHO cells, OX1R antagonist counter-screen; hit rate 0.63% among 330,000; parental CHO-K1, ATP-induced calcium, Fluo-8 fluorescence; inhibition, % at 5.6 µM;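 active = inhibition above that plate's mean sample inhibition plus 3 SD, cut at about 26% in these data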;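 also: 0% = ATP-challenged DMSO wells and 100% = DMSO wells without ATP; some compounds past the cut are filed as inactive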
#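 Measured by: calcium-sensitive Fluo-8 fluorescence / Test system: CHO parental line / Controls: ATP-challenged DMSO wells low, unchallenged DMSO wells high / Measure: % inhibition / Compound: single nominal dose of 5.6 µM per compound / Replicates: single well per compound, no replicates / Reagent: ATP as calcium-mobilizing challenge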
# * marks the source's active call; other numbers are inactive results; . = no result given.
SMILES,CHRM1 antagonist,M1 ag parental,TAAR1 agonist,CHO-K1 Ca antag,TAAR1 antag,CHO-K1 Ca PAM,CHRM1 agonist,CHRM1 PAM,CHO parental Ca
Fc1ccc(CNc2nc(-c3ccco3)cc(C(F)(F)F)n2)cc1,11,0.8,19,-4,7,-9,-2,-3,-6
COc1ccc(NC(=O)COC(=O)C2CCN(S(=O)(=O)c3cccs3)CC2)cc1,-22,2.0,2,-3,-2,10,-1,12,-3
Cc1c(C)c2c(OCC(=O)N3CCC(C(=O)O)CC3)cc3c(c2oc1=O)CCC(C)(C)O3,-9,0.1,.,-4,.,16,-5,6,-3
Cn1c(=O)oc2ccc(C(=O)CSc3nnnn3-c3ccccc3)cc21,-6,0.3,14,21,-5,-6,-4,1,-8
COc1ccccc1CNc1ncnc2cc(OC)c(OC)cc12,-2,12,9,-2,13,12,-4,4,-12
COCCCNC(=O)CC(NS(=O)(=O)c1ccc(C)cc1)c1ccco1 (stereo not given),-8,0.6,11,-11,9,16,-5,5,-14
CC[C@H](C)[C@@H](C(=O)N1CCNCC1)n1cc([C@@H](N)Cc2ccc(O)cc2)nn1,-6,0.8,18,-6,-2,11,-4,7,5
Cc1ccc(CNC(=O)CSc2n[nH]c(N)n2)cc1,0,0.1,2,4,4,-3,-4,4,-5
C=CCOc1ccc(C2C(C(=O)c3cccs3)=C(O)C(=O)N2c2nnc(C)s2)cc1 (stereo not given),-25,0.4,14,-2,17,6,1,7,-9
C/C(=N\Nc1nc2ccccc2[nH]1)c1ccc2c(c1)OCCO2,0,13,0,-4,13,10,-6,3,-8
COc1ccc(NC(=O)c2ccc3c(c2)OCO3)cc1[N+](=O)[O-],9,5.3,2,-1,7,16,-5,-12,-10
Cc1cccc(OCCCC(=O)Nc2ccc(N3CCCCC3)cc2)c1,-2,3.6,73*,-10,64*,16,-1,-1,-11
COc1cccc(NC(=O)N2CCC(NC(=O)C(Cc3ccccc3F)NC(C)=O)CC2)c1 (stereo not given),-4,0.3,1,-5,-17,-2,-1,6,0
CCC(CC)C(=O)Nc1c2c(nn1-c1ccc(F)cc1)CS(=O)(=O)C2,-10,0.4,0,-10,-6,6,-3,7,-11
NC(=O)c1cc([N+](=O)[O-])c(Cl)cc1NCc1cccnc1,6,0.0,8,4,-4,-2,-9,1,-12
CCC(c1nnc(SCC(=O)NC2CCCCC2)n1Cc1ccccc1)N(C)C (stereo not given),-12,-0.5,0,14,-17,-24,-4,3,-20
COc1ccccc1NS(=O)(=O)c1cc(NC(=O)c2[nH]c(C)c(C(C)=O)c2C)ccc1N1CCOCC1,-8,3.8,6,9,24,1,-3,2,-4
COc1cc([N+](=O)[O-])ccc1NC(=O)NCCCN1CCCC1=O,-2,0.5,4,-9,-17,13,-5,4,-1
COC(=O)N/N=C/c1ccc(/C=N/NC(=O)OC)cc1,1,12,1,8,6,13,-8,-3,-4
O=C(N/N=C/c1ccc(Br)cc1)c1cc[n+](Cc2ccccc2)cc1,-3,0.5,1,-3,-11,28,-9,6,-3
COC(=O)c1ccc(NC(=O)N2CCCC(C(=O)c3ccccc3OC)C2)cc1 (stereo not given),16,7.6,14,7,35,-9,-3,-20,5
CCOC(=O)c1cnn(-c2ccccc2)c1NC(=O)CN1CCCCC1,-3,1.9,1,6,-15,-10,-4,2,-28
COc1cccc(C(=O)NNC(=O)c2cccc(F)c2)c1,-13,-0.1,0,-10,-4,-5,0,7,-4
CC(NC(=O)/C=C/c1ccc(Br)cc1)c1ccccc1 (stereo not given),-1,2.3,3,7,2,-11,-8,3,0
Cc1ccc(NC(=O)C(=O)NCCCN2CCCC2=O)cc1,-11,0.3,0,4,-1,-15,0,15,-1
CC(=O)OC(C(=O)NC1CCCCC1)c1cccc(F)c1 (stereo not given),-3,0.7,0,-12,7,21,-3,6,-4
Cn1c(=O)c2[nH]c(NN=Cc3ccc(F)cc3)nc2n(C)c1=O,-6,0.6,6,-9,5,7,-1,4,.
Cc1nn(-c2ccc(F)cc2)c(C)c1/C=C/C(=O)N1CCNC(=O)C1,1,-0.8,0,-11,-11,8,-10,0,1
CC(C)NC(=O)c1ccc(CNC(=O)OCC(F)(F)F)cc1,-12,0.2,2,-5,6,9,-3,4,6
Cc1noc2ncnc(Oc3cc(Cl)ccc3Cl)c12,-9,0.7,1,-21,5,25,-3,7,-1
COC(=O)[C@@H]1C[C@@]2(O)[C@H](O)[C@H](O)[C@H](O)C[C@H]2N1Cc1ccc(C(C)(C)C)cc1,-16,1.1,6,-8,-3,19,-1,11,-6
CN(Cc1nc2ccccc2[nH]1)Cc1nc(CC2CC2)no1,-6,0.8,4,-10,-24,13,-3,4,-7
CCOc1nc(-c2ccccc2)ccc1-c1noc(-c2ccco2)n1,-11,-0.2,-2,-1,-16,7,-3,4,-12
COc1ccc2[nH]c(C)cc(=O)c2c1,3,-0.2,4,5,2,4,-1,2,-6
Cc1ccc(NC(=O)CCNC(=O)c2ccccc2Cl)cc1S(=O)(=O)N(C)C,-11,0.9,3,-11,7,18,-4,3,-10
CC1CN(C(=O)/C(C#N)=C2\N=C(NC(=O)c3ccc(F)cc3)c3ccccc32)CC(C)O1 (stereo not given),-10,1.2,0,-1,5,-7,0,8,-8
CCc1nnc(NC(=O)C2Cc3ccccc3CN2S(=O)(=O)CC)s1 (stereo not given),-9,0.1,0,-6,10,-3,-8,10,-5
CC1(C)CC2(OC2c2ccccc2)C(=O)c2ccccc21 (stereo not given),-13,-0.1,5,-2,19,27,-6,3,.
Cc1cc(C)nc(NS(=O)(=O)c2ccc(NC(=O)CN3C(=O)C4CC=CCC4C3=O)cc2)n1 (stereo not given),-8,-0.1,13,-2,-3,17,-6,10,-23
C=CCOCCN(CCOCC=C)C1=NS(=O)(=O)c2ccccc21,-3,0.4,4,-17,-36,-5,-2,0,-14
O=C1N=c2ccccc2=C1c1c(O)[nH]c2c(C(F)(F)F)cccc12,-6,1.1,8,-2,-10,12,-2,2,-4
CN(c1ccc(C(=O)NCCCn2ccnc2)cc1)S(C)(=O)=O,-10,0.2,2,-5,-8,6,-5,5,-6
Cc1cccc(Cn2c(SCC(=O)Nc3ccccc3)nc3c2c(=O)[nH]c(=O)n3C)c1,-2,2.5,2,0,7,16,-8,-1,-18
COc1cc(NC(=O)c2cnn3c(C)cc(C)nc23)c(OC)cc1Cl,-4,-0.3,2,-7,-16,9,-4,2,.
Clc1ccc(-n2ncc3c(NCc4ccccn4)ncnc32)cc1,-2,0.0,9,13,2,0,-4,5,0
COCC(=O)Nc1ccc2c(c1)OCC(=O)N2Cc1ccccc1F,-11,0.4,4,-8,-28,4,0,10,1
Cc1ccc(CN2CC(C(=O)Nc3nnc(SCc4c(Cl)cccc4Cl)s3)CC2=O)cc1 (stereo not given),2,0.3,3,-5,-17,17,-4,0,-25
CCCCn1c(CNC(=O)c2cccs2)nc2ccccc21,-4,1.1,1,-5,-7,1,-7,-2,-4
O=C(Cn1nnc(-c2ccc(F)cc2)n1)Nc1ccc2c(c1)OCCO2,-9,0.6,6,-10,11,19,-4,4,13
CC(=O)N(c1cccc(Br)c1)C1C=CS(=O)(=O)C1 (stereo not given),-6,-0.2,2,-9,-18,0,-4,2,-2

# By substructure, the entries above with a furan ring, fused or not (3)
SMILES,CHRM1 antagonist,M1 ag parental,TAAR1 agonist,CHO-K1 Ca antag,TAAR1 antag,CHO-K1 Ca PAM,CHRM1 agonist,CHRM1 PAM,CHO parental Ca
Fc1ccc(CNc2nc(-c3ccco3)cc(C(F)(F)F)n2)cc1,11,0.8,19,-4,7,-9,-2,-3,-6
COCCCNC(=O)CC(NS(=O)(=O)c1ccc(C)cc1)c1ccco1 (stereo not given),-8,0.6,11,-11,9,16,-5,5,-14
CCOc1nc(-c2ccccc2)ccc1-c1noc(-c2ccco2)n1,-11,-0.2,-2,-1,-16,7,-3,4,-12

# (listing goes on)
SMILES,CHRM1 antagonist,M1 ag parental,TAAR1 agonist,CHO-K1 Ca antag,TAAR1 antag,CHO-K1 Ca PAM,CHRM1 agonist,CHRM1 PAM,CHO parental Ca
COc1ccc(Nc2c(CC(C)C)nc3nc(C)cc(C)n23)cc1,.,-0.6,-2,-8,-57,-1,.,.,.
CCC(C)NC(=O)COC(=O)c1csc2c1CCCC2 (stereo not given),-4,0.1,3,-15,-10,11,-6,16,-19
O=C(/C=C/c1ccc(Cl)c([N+](=O)[O-])c1)c1cccnc1,-4,0.0,10,18,-18,-20,-3,3,-24
Cn1ccc2c(-c3ccc(CO)cc3)cc3c(c21)C1CCC3O1 (stereo not given),-10,-0.5,-2,14,-11,4,-8,15,.
Cc1ccc(S(=O)(=O)N2CCN(C(=O)Cc3sc(C)nc3-c3ccc(F)cc3)CC2)c(C)c1,7,3.5,-1,-1,48,2,-5,-5,-23
COc1ccc(OC)c(NC(=O)COC(=O)CC2CCCCC2)c1,-7,-0.7,-3,-4,-13,-19,-2,7,-7
CC1CN(C(=O)c2cccs2)CCN1C(=O)c1cccs1 (stereo not given),-2,0.4,7,2,-10,-5,-5,5,-7
CCCN1C/C(=C/c2cccc([N+](=O)[O-])c2)C(=O)/C(=C/c2cccc([N+](=O)[O-])c2)C1,-16,0.0,1,-9,-6,13,-7,-7,.
COc1cccc(CN(C)C(=O)c2cccc(S(=O)(=O)NCc3ccccc3)c2)c1OC,-13,4.3,11,1,31,10,1,6,0
CC(C)CNC(=O)c1cc(-c2ccc(Cl)c(Cl)c2)on1,-2,1.3,.,-12,.,20,-6,2,1
CCCCC(=O)NC(=S)Nc1ccccc1C(=O)Nc1ccccc1,5,0.0,2,-5,22,-5,-6,-3,-15
CC(OC(=O)COc1ccc(Nc2ccccc2)cc1)C(=O)N(C)c1ccccc1 (stereo not given),10,8.0,5,0,73*,-9,-4,-9,-4
COc1ccccc1S(=O)(=O)Cc1ccc(C(=O)NCCN2CCCC2)o1,7,0.3,4,-10,2,23,-6,-8,3
CC(CNC(=O)CCS(=O)(=O)c1ccc2c(c1)NC(=O)CO2)c1ccccc1 (stereo not given),2,1.1,20,-17,-16,9,-3,-1,-8
COc1ccc(NC(=O)c2cc(-c3ccc(F)cc3OC)n[nH]2)cc1OC,-4,3.3,4,-1,6,10,-2,-6,.
COc1c(Cl)ccc(Cl)c1C(=O)NC(=S)N1CCOCC1,-4,-0.1,5,-16,-28,20,0,10,2
O=C(CSc1nc2ccccc2c(=O)n1Cc1ccco1)NCc1ccccc1,-2,0.1,-3,-8,0,-1,-1,1,-5
COc1ccc(C(=O)N2CCOCC2)cc1Br,-9,0.2,7,14,0,4,0,7,-11

# Screening data as filed in PubChem BioAssay.
